Source: PubChem BioAssay (several laboratories)
TRPM1 prom inh: MITF TRPM1 promoter inhibition in SK-MEL-5 cells; inhibition, % at 12.5 µM; hit rate 0.83% among 330,000; SK-MEL-5 TRPM1 promoter luciferase, 24 h;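 active = mean inhibition across replicates of 60% or more, whatever share of single replicates reaches that level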; also: values of inactives mirror those of a sister screen read the other way
H9c2 protect: protects H9c2 cardiomyocytes from peroxide injury; protection from H2O2 cell death, % at 20 µM; hit rate 0.63% among 360,000; H2O2 injury protection, ATPLite, 2 h; AID 588492;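 active = compounds giving at least 50% protection of heart cells from peroxide-induced death in the single-dose screen, raw or plate-pattern-corrected value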;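 also: 0% = DMSO wells with peroxide and 100% = DMSO wells without peroxide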
CaV13 ICDI inh: Primary screen for inhibitors of IQ motif and Ca2+-dependent inactivation inhibitor domain binding in CACNA1D, Förster resonance energy transfer in living cells, …. inhibition, % at 12.3 µM. hit rate 0.098% among 340,000. HEK cells, CFP/YFP FRET ICDI-IQ, plate reader, 10 min; percent FRET-ratio fall versus neutral wells;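 active = mean replicate inhibition of at least 30% and at least 1% of replicates passing that level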;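 also: 0% = median of the neutral control wells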
PDI turbidity: blocks human protein disulfide isomerase activity | P07237 | PDI insulin aggregation turbidity, A650, 90 min | inhibition, % at 10 µM | hit rate 0.052% among 350,000;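 active = mean inhibition across replicates of 30% or more, whatever share of single replicates reach that level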;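 also: absorbance from insulin aggregation driven by PDI reduction with DTT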
Shn3 3UTR inh: inhibitors of Schnurri-3 3'UTR reporter in osteoblasts; Clone20 osteoblast Shn3 3'UTR firefly luciferase, 24 h; inhibition, % at 12.5 µM; hit rate 0.52% among 360,000;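 active = mean inhibition of at least 75% with every replicate also reaching 75%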;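 also: 0% = median of neutral control wells and 100% = pilot-screen positive control compound; some compounds past the cut are filed as inactive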
NR2E3 ag-1: human photoreceptor-specific nuclear receptor agonism. inhibition of corepressor binding, % at 3.98 µM. Q9Y5X4. hit rate 0.35% among 360,000. AID 602229. CHO-S Gal4-NCOR/VP16-NR2E3 two-hybrid, luciferase;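 active = inhibition above the mean of all tested compounds plus 3 SD, cut at about 70% in these data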;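 also: 0% = DMSO with NR2E3 transfected cells and 100% = cells lacking NR2E3 construct; higher means lower luciferase signal from less NR2E3 corepressor binding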
Target sequence (Q9Y5X4 whole entry, looked up, the tested form may be a part): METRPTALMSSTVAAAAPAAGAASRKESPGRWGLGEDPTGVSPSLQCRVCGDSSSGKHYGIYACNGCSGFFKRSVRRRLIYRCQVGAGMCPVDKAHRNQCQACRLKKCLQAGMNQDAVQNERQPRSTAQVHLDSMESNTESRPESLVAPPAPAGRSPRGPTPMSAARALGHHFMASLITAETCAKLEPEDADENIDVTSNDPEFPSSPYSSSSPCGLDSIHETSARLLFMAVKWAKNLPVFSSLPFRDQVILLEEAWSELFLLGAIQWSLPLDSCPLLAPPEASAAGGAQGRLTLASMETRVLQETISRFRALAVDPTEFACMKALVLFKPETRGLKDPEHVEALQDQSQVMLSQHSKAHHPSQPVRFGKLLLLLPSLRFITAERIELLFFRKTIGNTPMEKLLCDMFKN
hiPSC survival: hiPSC single-cell survival enhancement; ATPlite luminescence; 100% = ROCK inhibitor wells, 0% = DMSO; hit rate 0.044% among 360,000; survival enhancement, % at 20 µM; in the data active = survival enhancement above about 18%;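 also: cells exposed to compounds for 16 hours before the ATP read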
NR2E3 ag-2: activates human photoreceptor nuclear receptor NR2E3 | GST-NR2E3/biotin-RetCOR TR-FRET, 1536-well | inhibition of corepressor binding, % at 4.78 µM | hit rate 0.12% among 320,000 | AID 2300;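 active = percent inhibition above the cutoff of mean plus 3 SD of all tested compounds, set per screening campaign, cut at about 20% in these data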;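 also: 0% = DMSO wells and 100% = biotin wells as full block of FRET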
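Assay system: NR2E3–RetCOR corepressor complex. Quantity: 1.35 nM GST-NR2E3. Buffer or medium: pH 7.5 Tris-based buffer. Reagent: biotinylated RetCOR corepressor at 7 nM final. Schedule: 5 h at 4 °C. Detection: TR-FRET, emission read at 617 and 671 nm. Replicates: one well per compound, singlicate testing.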
HTR2A ag: activates the mouse 5-HT2A serotonin receptor; P35363; hit rate 0.66% among 360,000; activation, % at 7.6 µM; CHO-K1 mHTR2A beta-arrestin complementation, luminescence; percent of 30 µM serotonin response;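 active = activation above a run cutoff, the mean activation of all tested compounds plus 3 SD, cut at about 14% in these data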;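 also: 0% = plate median of compound wells and 100% = 30 µM serotonin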
Target sequence (P35363 whole entry, looked up): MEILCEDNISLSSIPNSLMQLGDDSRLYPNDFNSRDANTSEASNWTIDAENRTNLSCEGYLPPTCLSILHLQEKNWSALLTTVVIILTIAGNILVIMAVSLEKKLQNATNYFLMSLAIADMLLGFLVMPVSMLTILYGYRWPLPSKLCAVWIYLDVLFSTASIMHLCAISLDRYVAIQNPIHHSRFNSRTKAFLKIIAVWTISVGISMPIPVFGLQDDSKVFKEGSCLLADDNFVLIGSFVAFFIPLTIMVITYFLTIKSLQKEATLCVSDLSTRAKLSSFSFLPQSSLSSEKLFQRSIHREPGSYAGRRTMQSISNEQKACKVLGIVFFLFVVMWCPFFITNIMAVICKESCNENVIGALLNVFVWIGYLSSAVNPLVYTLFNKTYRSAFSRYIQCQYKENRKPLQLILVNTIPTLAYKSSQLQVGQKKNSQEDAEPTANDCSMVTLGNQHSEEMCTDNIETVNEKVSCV
HIF-2a block: blocks HIF-2a reporter activity; 786-0 RCC cells HIF-2a reporter, luciferase luminescence, overnight; inhibition, % at 18.8 µM; hit rate 0.72% among 360,000;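 active = inhibition of the luminescence signal of 40% or more relative to plate controls, in a single-dose primary screen at 18.75 µM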
Peg3 prom inh: Peg3 promoter activity inhibition. HeLa PEG-Prom luciferase reporter, luminescence, overnight. inhibition, % at 20 µM. hit rate 1.7% among 360,000. AID 588405;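 active = inhibition of at least 50% at 20 µM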
Starred values were filed as active, the others as inactive; · = not tested or not shown.

SMILES	TRPM1 prom inh	H9c2 protect	CaV13 ICDI inh	PDI turbidity	Shn3 3UTR inh	NR2E3 ag-1	hiPSC survival	NR2E3 ag-2	HTR2A ag	HIF-2a block	Peg3 prom inh
CCN(CC)CCCNC(=S)N(CCO)Cc1cc2cc3c(cc2[nH]c1=O)OCCO3	-2	3	-6	4	-5	-15	1.9	2	-5	16	10
Cc1cccc(C(=O)Nc2ccn(C)n2)c1	-81	-1	-7	3	-103	-61	-0.1	·	-4	-149	-190
COc1ccc(Cl)cc1NC(=O)CN1CCN(S(=O)(=O)c2ccc(F)cc2)CC1	-23	0	-5	-4	34	-14	-0.4	2	-3	0	3
Cc1nc(SC(C)C(=O)NC2CCCCC2C)c2c(C)c(C)sc2n1 (stereo not drawn)	18	-3	-10	-5	2	-17	0.3	3	-1	12	21
Oc1ccc(C[C@H]2CNCCN2CCc2cccc3ccccc23)cc1	-4	6	-4	0	9	-16	1.6	3	-5	-1	-3
O=CN1CCCN(Cc2nc(Cc3ccccc3F)no2)CC1	3	3	13	10	-16	-4	-0.3	-1	4	6	4
CN1C(=O)c2ccc(C(=O)Nc3ccc(Br)cn3)cc2C1=O	-50	5	-5	6	-31	-23	-0.4	3	6	-46	-41
CS(=O)(=O)c1ccccc1-c1nnc(NC(=O)COc2ccc(Cl)cc2)o1	9	17	-5	-8	-14	-14	0.7	-2	-5	5	-14
COc1ccc(C(=O)Cc2cc(OC)c(OC)cc2C(=O)c2ccccc2F)cc1OC	-2	20	-9	-8	6	5	-1.2	0	-1	1	-4
COCCN(CC1CCCN(C2Cc3ccccc3C2)C1)C(=O)c1ccc(C(C)=O)cc1 (stereo not drawn)	-5	-4	-2	6	5	0	-0.4	-2	-5	-4	-22
CCCCC(=O)N(C)c1c(C)nc2ccc(C(=O)N3CCN(C(C)=O)CC3)cn12	·	4	-6	1	6	-29	-0.5	·	1	7	-10
COc1cccc(CN2CCN(c3ncccn3)CC2)c1	-6	4	-5	10	-15	-17	4.5	-1	36*	9	-19
COc1ccccc1-c1coc2c(CN3CCCCC3C)c(O)ccc2c1=O (stereo not drawn)	-4	-1	-4	0	8	-10	-0.2	4	4	19	19
O=C1CSC(c2cn(-c3ccccc3)nc2-c2cc3ccccc3oc2=O)N1Cc1cccnc1 (stereo not drawn)	5	28	-8	-3	15	-31	-0.2	9	-4	-3	19
Cc1ccc(N2C(=O)CSC2c2c(F)cccc2Cl)cc1 (stereo not drawn)	2	-4	-4	-8	3	-5	-1.1	0	-2	16	9

3 compounds drawn at random from those above, as already listed:
SMILES	TRPM1 prom inh	H9c2 protect	CaV13 ICDI inh	PDI turbidity	Shn3 3UTR inh	NR2E3 ag-1	hiPSC survival	NR2E3 ag-2	HTR2A ag	HIF-2a block	Peg3 prom inh
CCCCC(=O)N(C)c1c(C)nc2ccc(C(=O)N3CCN(C(C)=O)CC3)cn12	·	4	-6	1	6	-29	-0.5	·	1	7	-10
Cc1ccc(N2C(=O)CSC2c2c(F)cccc2Cl)cc1 (stereo not drawn)	2	-4	-4	-8	3	-5	-1.1	0	-2	16	9
COc1ccccc1-c1coc2c(CN3CCCCC3C)c(O)ccc2c1=O (stereo not drawn)	-4	-1	-4	0	8	-10	-0.2	4	4	19	19

(list continues)
SMILES	TRPM1 prom inh	H9c2 protect	CaV13 ICDI inh	PDI turbidity	Shn3 3UTR inh	NR2E3 ag-1	hiPSC survival	NR2E3 ag-2	HTR2A ag	HIF-2a block	Peg3 prom inh
COc1ccc(NC(=O)c2cc3ccccc3cc2OC)cc1OC	-22	8	-20	5	-3	-67	0.1	3	-1	-87	-90
CCCNC(=O)c1ccc(C2SCC(=O)N2Cc2ccccc2)cc1 (stereo not drawn)	-10	-6	-7	4	-4	2	-1.8	2	4	15	14
CCCC(=O)Nc1ccc(Cl)c(NC(=O)c2ccco2)c1	3	2	·	-2	1	16	-2.3	2	-3	-28	0
CS(=O)(=O)N1CCC(C(=O)Nc2ccccc2Br)CC1	9	1	-3	18	-24	-34	0.1	-2	6	11	5
NC(=O)C1CCN(C(=O)c2cc3ccccn3n2)CC1	·	2	-1	·	-4	-12	-1.1	-5	-1	9	12
NNC(=O)c1cc(S(=O)(=O)N2CCOCC2)c[nH]1	·	4	-2	-6	9	13	2.1	5	3	14	1
O=C(C(Cc1ccccc1)N1C(=O)c2ccccc2C1=O)N1c2ccccc2CCc2ccccc21 (stereo not drawn)	16	-8	-14	4	22	-10	1.7	4	-2	8	31
CC(=O)/C(=N\Nc1cccc(Cl)c1)Sc1nnc(-c2ccccc2)n1-c1ccccc1	-1	0	-5	4	18	-14	0.2	4	2	11	17
Cc1noc(NS(=O)(=O)c2ccc(NC(=O)CC(C)C)cc2)c1C	-9	-1	-2	-2	5	24	0.3	2	1	11	-11
COc1ccc(-c2ccc(S(=O)(=O)N3CCCC3)cc2)cc1	-1	-12	3	-1	3	-18	-1.9	-4	-5	-25	-5
Cn1c(=O)cc(Nc2ccccc2)c2c(=O)n(-c3ccccc3)c(=O)n(-c3ccccc3)c21	-5	-4	-1	3	·	-20	-0.7	0	1	31	14
COc1ccc2[nH]c(C)c(C(=O)CN3CCN(C(=O)c4ccco4)CC3)c2c1	9	-2	-4	-6	-4	-7	2.3	-2	1	3	6
CCOC(=O)COc1cccc2c(=O)n(CC(=O)NCc3ccccc3)ccc12	31	5	-15	-3	18	-21	0.0	-3	1	-1	-3
Cc1ccc(S(=O)(=O)N2CCCCC2)cc1NC(=O)COC(=O)Cc1c(F)cccc1Cl	-7	-8	-18	-18	-4	-9	3.0	-3	-2	16	15
Cc1sc2nc(-c3ccc(Br)cc3)oc(=O)c2c1C	-41	-3	·	-3	-60	-16	1.2	2	0	-191	-143
Cc1nn(C)c(Oc2cccc(C(F)(F)F)c2)c1C=O	1	3	-5	5	0	-20	1.5	8	-1	5	4
O=C(O)CN1C(=O)c2ccc(Oc3cccc4c3C(=O)N(CC(=O)O)C4=O)cc2C1=O	10	1	-2	0	-8	-15	-1.0	1	4	14	7
CC(C)C1CC(O)(C2(O)CCCCC2)ON1 (stereo not drawn)	-1	-5	0	-8	-2	-10	-1.6	0	3	16	-10
COc1ccc(C2C(C(C)=O)=C(O)C(=O)N2CCO)c(OC)c1 (stereo not drawn)	-12	-1	0	6	-4	14	0.1	1	-2	14	-9
Cc1ccc(N/N=C2\CCS(=O)(=O)c3sccc32)cc1	-5	-10	-21	24	11	-30	1.6	0	-1	-71	-32
COc1cc(CNC2CCCCCC2)cc(OC)c1OC	6	1	-4	5	1	-11	0.3	1	0	-2	2
CN(C)CCCNS(=O)(=O)c1cc(Cl)ccc1Cl	-13	6	-11	-6	-18	-1	-0.6	5	4	7	8
O=C(NCCCN1CCCC1)C1CCN(C(=O)c2cc3sccc3n2Cc2ccc(F)cc2)CC1	-12	7	·	2	5	-38	0.6	4	-4	-3	-6
Cc1oc(-c2ccc(Cl)cc2)nc1CN1CCC(C(=O)NCCCN2CCCC2=O)CC1	1	-5	5	·	19	-9	-1.3	-2	5	7	6
O=C(NC1CCN(Cc2ccccc2)CC1)c1ccccc1F	-1	1	-7	-6	-1	-5	-1.5	0	-2	7	16
Cc1cccc(C(=O)OCC(=O)c2c(N)n(CC(C)C)c(=O)n(C)c2=O)c1[N+](=O)[O-]	16	-8	-1	4	65	50	-0.4	0	17*	-5	9
Cc1ccc(F)cc1NC(=O)c1ccc(NS(=O)(=O)c2ccc(Br)s2)cc1	-10	-8	-13	11	9	-6	0.0	-2	-3	12	15
C=C(C)Cn1c(=O)c2c(nc3n2CCCN3Cc2ccccc2)n(C)c1=O	-4	-4	-7	-9	-2	8	-0.3	0	-3	17	12
O=C(Cn1nc(-c2ccccc2)nc1-c1ccccc1)N1CCOCC1	3	5	-4	-1	11	6	4.7	-3	3	17	4
CN(C)S(=O)(=O)N(CCN1CCOCC1)Cc1ccccc1F	2	0	·	16	2	4	-2.7	0	-4	10	3
Nc1cccc2c1C(=O)N(CCOc1ccc(F)cc1)C2=O	-72	-12	-13	-6	-89	-158	0.0	2	-2	-204	-253
NC1=NN(c2c(Cl)cc(Cl)cc2Cl)C(=O)C1	-4	2	-4	-2	-5	11	-1.6	·	0	-1	2
O=C(NNS(=O)(=O)c1ccc(CCCl)cc1)C(O)(c1ccccc1)c1ccccc1	0	4	-4	0	0	-61	-1.3	-4	-5	3	17
COc1ccccc1OCc1ccc(C(=O)N(C)c2ccccc2)o1	-1	-2	39*	3	8	-4	-0.2	·	1	-3	10
Cc1cc(NC(=O)CCN2C(=O)C3C4CCC(C4)C3C2=O)cc(C)c1Br (stereo not drawn)	0	9	·	0	13	-11	1.7	1	-6	6	13
Cc1occc1-c1nnc(SCC(=O)NCc2ccc3c(c2)OCO3)n1CC(C)C	11	-13	·	-12	12	1	0.3	1	4	8	12
CCOc1ccc2[nH]c(=O)c(C(c3nnnn3Cc3ccco3)N3CCN(C)CC3)cc2c1 (stereo not drawn)	1	3	-6	3	-17	-6	-0.9	3	-7	16	9
COCc1ccc(C(=O)N2CCCC(C(=O)c3ccc(Cl)cc3C)C2)o1 (stereo not drawn)	17	-3	-6	11	4	-2	0.0	4	6	6	12
COc1ccc(Oc2coc3cc(OC(=O)c4cncc(Br)c4)ccc3c2=O)cc1	-15	-7	·	-8	6	0	-0.6	2	6	-16	5
Cc1ccc(CN=C(N)Nc2nc(C)cc(C)n2)cc1	-4	-13	3	-12	31	3	-0.8	0	-2	33	15
OC(COc1ccccc1)CN(Cc1ccccc1)CC(O)COc1ccccc1 (stereo not drawn)	9	1	-9	4	26	-26	-1.0	3	-8	24	23
CCC(C)c1c(NS(=O)(=O)c2ccc(C)cc2)o[nH]c1=O (stereo not drawn)	2	0	-7	-10	4	-3	-2.2	·	-6	2	4
CCO[C@@H]1OC(C(=O)NCc2ccccc2)=C[C@H](C2CCCCC2)[C@H]1CCCO	-2	-9	-11	-5	7	33	2.0	1	-3	13	14
O=C(NCCc1nnc2ccc(NCc3cccnc3)nn12)c1ccccc1F	-4	-8	-16	3	-29	-11	-0.6	-2	-1	12	5
Cc1cccc(CCNC(=O)c2cccc(NC3=NC4CS(=O)(=O)CC4S3)c2)c1 (stereo not drawn)	·	3	-5	·	-6	-7	-1.7	0	-3	5	1
CC(=O)/C(C#N)=C1\NC(=O)C(Cc2cc(Cl)ccc2Cl)S1 (stereo not drawn)	7	-5	-2	-4	27	-19	1.6	2	4	-31	12
O=C(NCc1ccccc1F)Nc1nnc([C@@H]2C[C@H](O)[C@@H](CO)O2)s1	·	-2	-5	15	2	-32	1.5	·	-3	12	3
O=C(NC1CCc2ccccc21)C1CCN(S(=O)(=O)c2ccc(Cl)cc2)CC1 (stereo not drawn)	3	0	-9	-4	-4	15	-0.7	0	-3	23	15
Fc1ccc(N2CCN(c3ncnc4c3nnn4Cc3ccccc3Cl)CC2)cc1	10	-7	·	-5	27	-24	-0.9	1	-3	12	33
